# Source: PubChem BioAssay (several laboratories)
# FLuc stim CS: affects firefly luciferase, flagging false hits in luciferase stimulation screens; 200,000 tested, under 10 active; activation factor at 10 µM; ATPlite luciferase biochemical, luminescence, 10 min; 0 = ATP-free wells, 1 = DMSO control; P08659;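 active means luciferase activation factor, scaled between plate controls, of at least 2 with compound at 10 µM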
# Target sequence (P08659 whole entry, looked up): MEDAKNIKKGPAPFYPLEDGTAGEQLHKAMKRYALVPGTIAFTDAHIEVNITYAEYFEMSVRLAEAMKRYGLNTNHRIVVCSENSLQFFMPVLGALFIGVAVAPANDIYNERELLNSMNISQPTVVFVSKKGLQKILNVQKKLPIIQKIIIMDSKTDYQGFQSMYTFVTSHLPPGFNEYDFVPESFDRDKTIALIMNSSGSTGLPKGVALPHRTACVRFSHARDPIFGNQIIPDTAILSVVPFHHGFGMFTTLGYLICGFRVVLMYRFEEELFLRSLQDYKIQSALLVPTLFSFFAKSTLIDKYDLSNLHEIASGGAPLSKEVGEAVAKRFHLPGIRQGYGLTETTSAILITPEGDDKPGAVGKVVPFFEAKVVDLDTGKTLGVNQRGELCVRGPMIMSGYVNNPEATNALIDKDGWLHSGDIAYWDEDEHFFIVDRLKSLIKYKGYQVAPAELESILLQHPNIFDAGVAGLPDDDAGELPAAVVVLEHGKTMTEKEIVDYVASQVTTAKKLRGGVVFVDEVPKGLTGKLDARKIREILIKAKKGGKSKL
#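 Material: luciferase plus luciferin reagent, cell-free. Medium: PBS buffer for ATP. Also added: ATP substrate, dispensed from a 10.24 µM working solution in PBS. Doses: test compounds dosed from 2 mM stocks in 100% DMSO. Incubation: 10 min post-reagent at room temperature. Technique: light output (luminescence). Read-out basis: luminescence gain marking luciferase activators.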
# G6PDH counter: inhibits Leuconostoc G6PDH, flagging false hits in G6PDH-based assays; Purified L. mesenteroides G6PDH, diaphorase/resazurin coupled fluorescence, 45 min; inhibition, % at 5 µM; hit rate 0.12% among 200,000; in the data active means inhibition above about 50%
# NF-kB expr up: NF-kB expression increase, human neuronal cells; NF-kB reporter expression; active compounds read high; fold change at 12.5 µM; hit rate 1.6% among 190,000; in the data active means fold change above about 3.3
# TLR4-MyD88 BLA: TLR4-MyD88 interaction inhibition in cells; HeLa CL3-4 TLR4/MyD88 BLA complementation, FRET ratio; inhibition, % at 8.4 µM; hit rate 0.18% among 200,000; in the data active means inhibition above about 25%;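 further: 0% = vehicle and 100% = reference inhibitor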
# FLuc inh counter: counter-screen for luciferase assay inhibitors: firefly luciferase inhibition; P08659; ATPLite firefly luciferase biochemical luminescence, 10 min; inhibition, % at 10 µM; hit rate 1.5% among 200,000; AID 1006;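 active means inhibition above about 50% when tested at 10 µM, limit read from the data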
# Diaphorase act: activates diaphorase or chemically reduces, flagging diaphorase assay artifacts | Diaphorase/resazurin coupled assay, resorufin fluorescence, 16 min; active compounds read high; 1 = vehicle wells, 0 = NADH-free wells | activation factor at 20 µM | hit rate 0.005% among 190,000 | AID 1229;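 active means diaphorase activity raised at least twofold by the compound at 20 µM; inactive means activation factor below 2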
#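 Material: purified diaphorase enzyme from Clostridium kluyveri / Medium: HEPES pH 7.4 buffer with MgCl2 and Tween 20 / Schedule: enzyme reaction of 16 min at room temperature / Measured by: resorufin fluorescence, excitation 544 nm, emission 590 nm / Evaluation: rise in resorufin formation, marking diaphorase activation or chemical reduction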
# Diaph inh CS: diaphorase inhibition or chemical oxidation counter-screen. diaphorase resazurin-to-resorufin fluorescence, NADH, 16 min; bacterial (C. kluyveri) enzyme, not human. inhibition, % at 20 µM. hit rate 0.69% among 190,000;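 active means primary screen inhibition at 20 µM above a set limit, cut at about 50% in these data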;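 further: plate controls were DMSO with full reaction for no effect and wells lacking NADH for full effect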
#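 Assay system: diaphorase enzyme from Clostridium kluyveri; Input: enzyme working solution with 0.14 U/mL diaphorase; Timing: 16 min at room temperature; Technique: resorufin fluorescence, excitation 544 nm, emission 590 nm; Benchmarks: positive control minus NADH, DMSO neutral control.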
# APP transl inh: APP translation inhibition; SH-SY5Y APP 5'UTR-luciferase reporter, luminescence; inhibition, % at 2 µM; hit rate 0.82% among 190,000; AID 1285;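 active means inhibition above a set limit, derived from the sample mean plus 3 SD, cut at about 45% in these data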; further: values of inactives mirror those of a sister screen read the other way
# APP 5'UTR act: activates APP 5'UTR luciferase reporter | SH-SY5Y APP 5'UTR luciferase reporter, luminescence; zero percent = DMSO vehicle wells | AID 1276 | hit rate 1% among 190,000 | activation, % at 2 µM;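 active means activation above a set limit, based on mean plus 3 SD of controls, cut at about 140% in these data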; further: values of inactives mirror those of a sister screen read the other way
# STAT1 activator: activators of IFN-gamma induced STAT1 signaling | NIH 3T3 STAT1-luciferase reporter, luminescence; 100% = IFN-gamma alone, no compound | activation (% of control), % at 5.5 µM | AID 932 | hit rate 2.6% among 200,000;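 active means activation above the screen-wide mean activation plus 3 SD, cut at about 130% in these data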;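 further: raw ratio to IFN-gamma control signal so 100% means no change and 0% no light; values of inactives mirror those of a sister screen read the other way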
# * marks the source's active call; other numbers are inactive results; nt = not tested or not shown. Random draw from the library. About 5.6% of those tested had a hit in this group.
SMILES,FLuc stim CS,G6PDH counter,NF-kB expr up,TLR4-MyD88 BLA,FLuc inh counter,Diaphorase act,Diaph inh CS,APP transl inh,APP 5'UTR act,STAT1 activator
COC(=O)c1cccc(C(=O)Nc2cnc3ccccc3c2)n1,0.9,4,0.87,-5,9,0.9,14,0,0,110
O=C(Nc1ccc2nsnc2c1)N1CCCCCC1,0.8,-3,2,1,16,0.8,20,-16,16,114
COc1ccc(C)cc1NC(=O)c1nc2nc(C)cc(C)n2n1,nt,nt,nt,-1,nt,nt,nt,-7,7,95
C=CCOC(=O)Nc1c(C(=O)OC)[nH]c2ccccc12,1,12,0.7,4,-5,0.9,11,7,-7,86
Cc1ccc(CNC(=O)CCOc2ccc(C(C)(C)C)cc2)cc1,1,1,1,16,-4,0.9,6,0,0,102
CCCn1nnc(NC(=O)c2ccc3ccccc3c2)n1,0.8,4,3.2,-20,20,0.9,10,-35,35,154*
Cn1c(=O)n(C)c2cc([N+](=O)[O-])c(N3CCN(C(=O)c4ccccc4Cl)CC3)cc21,1,3,0.51,0,-2,0.9,7,-9,9,84
COC(=O)c1c(C)oc2ccc(N(C(=O)c3ccncc3)S(=O)(=O)c3ccc(C)cc3)cc12,1.1,2,1.6,0,-7,0.8,21,89*,-89,84
O=C(COC(=O)Cc1c(Cl)cccc1Cl)NCCC1=CCCCC1,1,24,1.6,-2,0,0.9,11,-9,9,95
CCOCCC(=O)Nc1cc(Cl)ccc1OC,1,8,1.1,-6,-3,1.1,-8,16,-16,107
O=C(NCc1cccnc1)Nc1ccc(F)cc1F,1,-1,0.99,-9,3,1.1,-6,-20,20,101
O=C(NCCN1CCOCC1)c1cc2sccc2n1Cc1ccc(Cl)cc1,1.1,6,0.48,4,-7,0.9,6,0,0,92
Cc1cccc(Cn2cnc3c(nnn3Cc3ccc(F)cc3)c2=O)c1,1.1,3,0.73,-6,-7,0.8,16,10,-10,93
O=C(Nc1ccccc1F)c1coc(=O)c(Br)c1,1,0,1.4,0,-3,1,2,-12,12,114
COC(=O)c1cc(C(=O)OC)[nH]n1,1,22,nt,7,2,1,1,5,-5,101
CCc1ccc(NC(=O)C(=O)NNC(=O)COc2cccc(OC)c2)cc1,1,0,0.96,9,1,1,-1,-2,2,109
COCCN1Cc2cccc(C(=O)NCc3cccs3)c2C1=O,1,1,1.2,-4,-3,1,4,-9,9,91
CCn1c2ccccc2n2c(=O)c(=O)n(CC(=O)Nc3ccc(C(C)C)cc3)nc12,1,6,1.1,-10,-2,0.9,6,nt,nt,110
CC1(C)CCc2c([nH]c3ccccc3c2=O)O1,0.9,14,1.1,-5,9,1,-4,-2,2,98
N#Cc1ccccc1NC(=O)c1cccc(COc2ccc(Cl)cc2Cl)c1,1,-8,1.8,-3,3,1,0,-108,108,132*
COc1ccc(/C=C/C(=O)NCC(=O)N2CCC(N(C)CCN3CCOCC3)CC2)cc1OC,1.1,10,0.94,0,-8,1,-3,-23,23,107
COc1ccc(/C=N/NC(=O)c2c([N+](=O)[O-])c(C)nn2C)cc1,1,-2,1.2,-14,-3,0.9,8,-5,5,92
COc1ccccc1NS(=O)(=O)c1cc(NC(=O)Nc2cccc(C)c2)ccc1N1CCCCC1,1,2,0.92,-2,-5,0.8,20,-27,27,102
COc1ccc(-c2coc3cc(O)ccc3c2=O)cc1O,0.5,15,2.7,1,54*,0.8,21,-58,58,99
Cc1ccc(OCC(=O)NNC(=O)c2cccnc2)cc1,1,-2,0.86,3,-5,0.9,7,14,-14,100
COc1ccc(C2CC(c3ccc(Br)cc3)=NN2C(=O)CSC2=NCCS2)cc1 (centres undefined),1,-20,0.9,9,-4,0.8,25,-13,13,106
C=CCOC(=O)C1=C(C)NC(=S)NC1/C=C/c1ccccc1 (centres undefined),1,5,0.99,-18,-1,1,-4,1,-1,100
Cc1cc(=O)[nH]c2cc(Cl)ccc12,1.1,-1,1.3,7,-8,0.9,13,-14,14,101
CCCOc1ccc(S(=O)(=O)NNC(=O)c2cc3ccccc3o2)cc1,0.9,17,0.88,8,7,1.1,-11,-10,10,94
Cc1occc1C(=O)NCCc1cccc(Cl)c1,1,7,1.8,-9,3,1,0,-46,46,116
O=C(c1ccccc1)c1c(O)cc(-c2ccccc2)oc1=O,0.7,-2,0.96,4,32,0.9,11,-2,2,100
Cc1nn(C)c(C)c1CN(Cc1nc(CCC(C)C)no1)C(C)C,1,11,1,-11,-1,0.9,6,16,-16,69
c1ccc2[nH]c(CN3CCCCC3)nc2c1,1,3,1.1,-10,-3,0.9,8,7,-7,99
Cc1ccc(CN2CCN(Cc3cnn(-c4ccc(F)cc4)c3)CC2CCO)o1 (centres undefined),1,12,1.3,-1,-2,nt,nt,-11,11,95
CCOc1ccc2nc(NCCNC(=O)Nc3ccccc3)c(C#N)cc2c1,1,13,1.3,9,-3,0.7,26,0,0,100
COc1cccc(C(=O)NCC(=O)N/N=C/c2cn[nH]c2-c2ccccc2)c1,1,-4,0.93,1,-2,0.9,11,-24,24,100
COc1ccc(C(=O)c2ccc(Br)cc2)cc1,1.1,2,1.9,1,-6,1.1,-9,-25,25,122
Cc1ccc(NC(=O)C2CCCN(S(=O)(=O)c3c(C)noc3C)C2)cc1F (centres undefined),1,1,1,-6,-4,0.9,10,0,1,99
CN1C(=O)/C(=C/c2ccccc2OCc2ccc(F)cc2)N(C)C1=S,1,0,1.1,-13,1,0.9,12,11,-11,92
O=C(CSc1nnc(CCc2nc3ccccc3[nH]2)n1-c1ccccc1)NCc1ccccc1,1,5,1.1,-2,1,1,5,4,-4,99
Cc1cc(C)n(-c2cc(-c3ccccc3)nc(C)n2)n1,1,0,1,-5,-4,0.9,15,-14,14,100
Cc1ccc(P(=O)(CSC(=N)N)c2ccc(C)cc2)cc1,1,0,1.4,-9,-4,0.9,12,3,-3,108
COc1ccc(Cl)cc1NC(=O)CNc1ccccc1N1CCOCC1,1,3,1.1,8,-1,0.9,7,-17,17,104
O=C(Cn1nc(C(F)(F)F)cc1C1CC1)Nc1ccccc1F,1.1,10,1.1,0,-5,0.8,18,5,-5,98
O=C1c2ccccc2-c2c1cccc2C(=O)N1CCOCC1,1,8,1.2,-8,-5,0.8,23,9,-9,102
O=C(CCN1C(=O)C2C3C=CC(C3)C2C1=O)Nc1ccccn1 (centres undefined),1,4,1,4,-4,0.9,6,2,-2,93
Nc1ccn(-c2ncc(C(F)(F)F)cc2Cl)c(=O)n1,1.1,4,1.1,4,-6,0.9,11,-5,5,97
CCCS(=O)(=O)N1CCCC(C(=O)NCCN2CCOCC2)C1 (centres undefined),1.1,-4,1.1,-1,-6,0.9,8,nt,nt,98
COc1ccc(S(=O)(=O)N2CCC(NC(=O)OCc3c(Cl)cccc3Cl)CC2)cc1,1.1,-12,0.77,6,-7,0.7,34,-6,6,104
Cc1ccc(N(C(=O)Cn2nnc3ccccc32)C(C(=O)NCc2ccco2)c2cccnc2)cc1 (centres undefined),1,9,0.84,2,-3,1.1,-6,-1,1,106
COc1ccc(NCN2C(=O)C3C4C=CC(C4)C3C2=O)cc1 (centres undefined),1,14,1.4,0,-2,0.8,15,-9,9,96
COc1ccc(-n2cnnc2SCC(=O)Nc2cccc([N+](=O)[O-])c2)cc1,1.1,4,1.1,-8,-10,1,1,20,-20,95
CCCC(=NCC(=O)O)C1=C(O)C(C(=O)OC)C(C)(C)CC1=O (centres undefined),1,9,1.1,6,-3,1,2,0,0,97
O=S1(=O)NC(=NCc2ccco2)c2ccccc21,1.1,-8,0.8,8,-6,0.9,9,14,-14,100
Cc1ccc2c(c1)-c1ccccc1S(=O)(=O)N2,1,-7,nt,-10,-2,0.9,14,-2,2,89
Cc1ccccc1-n1c(Cn2c(=O)sc3ccccc32)nnc1SCC(=O)NCC1CCCO1 (centres undefined),1,7,1.1,3,-2,0.8,21,6,-6,104
Cc1nc2cc(NC(=O)N3CC4(C)CC3CC(C)(C)C4)ccc2n1C (centres undefined),1,8,0.92,-14,-5,0.8,22,-17,17,97
CC(=O)Nc1ccc(NC(=O)C(C)OC(=O)/C=C/c2cccs2)cc1 (centres undefined),1,6,1.2,3,1,0.9,15,-9,9,93
Cc1noc(NS(=O)(=O)c2ccc(N/C=C/C(=O)c3cccnc3)cc2)c1C,1.1,5,1.4,5,-9,0.8,16,12,-12,103

# Of the compounds above, these have an aryl methoxy group:
SMILES,FLuc stim CS,G6PDH counter,NF-kB expr up,TLR4-MyD88 BLA,FLuc inh counter,Diaphorase act,Diaph inh CS,APP transl inh,APP 5'UTR act,STAT1 activator
COc1ccc(C)cc1NC(=O)c1nc2nc(C)cc(C)n2n1,nt,nt,nt,-1,nt,nt,nt,-7,7,95
CCOCCC(=O)Nc1cc(Cl)ccc1OC,1,8,1.1,-6,-3,1.1,-8,16,-16,107
CCc1ccc(NC(=O)C(=O)NNC(=O)COc2cccc(OC)c2)cc1,1,0,0.96,9,1,1,-1,-2,2,109
COc1ccc(/C=C/C(=O)NCC(=O)N2CCC(N(C)CCN3CCOCC3)CC2)cc1OC,1.1,10,0.94,0,-8,1,-3,-23,23,107
COc1ccc(/C=N/NC(=O)c2c([N+](=O)[O-])c(C)nn2C)cc1,1,-2,1.2,-14,-3,0.9,8,-5,5,92
COc1ccccc1NS(=O)(=O)c1cc(NC(=O)Nc2cccc(C)c2)ccc1N1CCCCC1,1,2,0.92,-2,-5,0.8,20,-27,27,102
COc1ccc(-c2coc3cc(O)ccc3c2=O)cc1O,0.5,15,2.7,1,54*,0.8,21,-58,58,99
COc1ccc(C2CC(c3ccc(Br)cc3)=NN2C(=O)CSC2=NCCS2)cc1 (centres undefined),1,-20,0.9,9,-4,0.8,25,-13,13,106
COc1cccc(C(=O)NCC(=O)N/N=C/c2cn[nH]c2-c2ccccc2)c1,1,-4,0.93,1,-2,0.9,11,-24,24,100
COc1ccc(C(=O)c2ccc(Br)cc2)cc1,1.1,2,1.9,1,-6,1.1,-9,-25,25,122
COc1ccc(Cl)cc1NC(=O)CNc1ccccc1N1CCOCC1,1,3,1.1,8,-1,0.9,7,-17,17,104
COc1ccc(S(=O)(=O)N2CCC(NC(=O)OCc3c(Cl)cccc3Cl)CC2)cc1,1.1,-12,0.77,6,-7,0.7,34,-6,6,104
COc1ccc(NCN2C(=O)C3C4C=CC(C4)C3C2=O)cc1 (centres undefined),1,14,1.4,0,-2,0.8,15,-9,9,96
COc1ccc(-n2cnnc2SCC(=O)Nc2cccc([N+](=O)[O-])c2)cc1,1.1,4,1.1,-8,-10,1,1,20,-20,95
